NPY-Y1 antag: NPY-Y1 receptor antagonists, primary screen, cell-based | 200,000 compounds, 1% hits | HEK293-CNG Y1 cells, membrane potential fluorescence; NPY at EC95, then isoproterenol | inhibition, % at 3.6 µM | AID 1040, 2008;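 active = inhibition above the campaign mean inhibition of all tested compounds plus 3 SD, cut at about 20% in these data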;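 also: 0% = DMSO wells given NPY plus isoproterenol and 100% = isoproterenol alone without NPY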
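Test system: HEK293 cells co-expressing NPY Y1 receptor and cyclic-nucleotide gated channel; Also added: NPY (25 nM), isoproterenol (1 µM), Ro 20-1724 (25 µM); Compound dosing: one concentration, 3.6 µM, in 0.4% DMSO; Timing: dye 3 h, compound 60 min room temperature, stimulation 45 min; Technique: Membrane-potential fluorescent dye readout.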
S1P4 agonist: S1P4 receptor agonists, primary screen, cell-based. Sphingosine 1-phosphate receptor 4 (Homo sapiens), O95977. S1P4-expressing cell line, agonist reporter assay. activation, % at 4.98 µM. 220,000 compounds, 0.35% hits; in the data active = activation above about 11%;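 also: 0% = DMSO vehicle and 100% = reference agonist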
Target sequence (O95977 whole entry, looked up): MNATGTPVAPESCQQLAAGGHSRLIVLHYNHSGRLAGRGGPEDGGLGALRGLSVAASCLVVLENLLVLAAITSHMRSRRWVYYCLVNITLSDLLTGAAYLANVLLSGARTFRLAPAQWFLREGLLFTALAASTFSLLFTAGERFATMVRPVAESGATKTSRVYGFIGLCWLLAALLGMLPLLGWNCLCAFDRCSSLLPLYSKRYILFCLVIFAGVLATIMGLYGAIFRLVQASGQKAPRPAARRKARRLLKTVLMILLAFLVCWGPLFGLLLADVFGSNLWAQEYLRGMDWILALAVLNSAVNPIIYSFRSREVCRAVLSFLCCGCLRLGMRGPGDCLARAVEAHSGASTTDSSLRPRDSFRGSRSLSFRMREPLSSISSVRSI
p97 ATPase inh: inhibitors of human p97 ATPase, primary screen, biochemical; inhibition, % at 8 µM; recombinant p97 ATPase, Kinase-Glo ATP luminescence, 3 h; 220,000 compounds, 0.42% hits; in the data active = inhibition above about 15%;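 also: 0% = DMSO vehicle and 100% = wells lacking enzyme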
PGE2 EP2 inh: human EP2 receptor antagonists, primary screen, TR-FRET cAMP, C6 glioma cells. inhibition, % at 25 µM. C6 glioma cells expressing human EP2; cells stimulated with saturating PGE2. AID 1422, 2008. 260,000 compounds, 0.52% hits. Prostaglandin E2 receptor EP2 subtype (Homo sapiens), P43116;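 active = percent inhibition above 40 after rounding to a whole number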;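 also: rat C6 glioma host cells with rolipram phosphodiesterase inhibitor present; the protocol text gives 20 µM as final concentration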
NPY-Y2 PAM-ag: NPY-Y2 potentiators or agonists, primary screen, cell-based | activation, % at 3.6 µM | Neuropeptide Y receptor type 2 (Homo sapiens), P49146 | 220,000 compounds, 0.45% hits | AID 1359, 2008 | cells expressing NPY-Y2, potentiator/agonist read-out; in the data active = activation above about 27%;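 also: cells stimulated with NPY near EC25 plus isoproterenol at EC100; 0% = vehicle plus submaximal agonist and 100% = vehicle plus saturating agonist; some results beyond the cut were filed as inactive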
Target sequence (P49146 whole entry, looked up): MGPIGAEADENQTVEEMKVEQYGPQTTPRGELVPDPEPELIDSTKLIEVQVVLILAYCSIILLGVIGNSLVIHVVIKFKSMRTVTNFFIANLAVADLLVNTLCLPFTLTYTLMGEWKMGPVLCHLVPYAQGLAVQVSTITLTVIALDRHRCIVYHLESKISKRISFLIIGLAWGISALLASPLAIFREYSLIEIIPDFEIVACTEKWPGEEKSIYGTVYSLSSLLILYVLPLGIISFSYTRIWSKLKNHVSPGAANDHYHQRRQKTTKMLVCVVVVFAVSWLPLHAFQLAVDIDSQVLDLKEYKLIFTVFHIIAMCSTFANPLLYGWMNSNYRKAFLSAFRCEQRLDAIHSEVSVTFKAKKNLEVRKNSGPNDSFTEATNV
EP2 mod: EP2 receptor modulators, cAMP readout, primary screen, cell-based, HTRF cAMP, PGE2 stimulation. Prostaglandin E2 receptor EP2 subtype (Homo sapiens), P43116. EP2-expressing cells, cAMP HTRF FRET, PGE2 co-stimulation. induction, % at 25 µM. 260,000 compounds, 0.83% hits. AID 940, 2007;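 active = compounds whose cAMP rise, as percent of the full-agonist control response, exceeds 60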;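 also: rat C6 glioma line stably carrying human EP2 under a CMV promoter; the protocol text gives 20 µM as final concentration; 100% = response of wells given 1 µM PGE2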
S1P4 antag: S1P4 receptor antagonists, primary screen, cell-based | S1P4-expressing cells, antagonist mode, reporter read-out | inhibition, % at 4.98 µM | 220,000 compounds, 0.26% hits | AID 1510, 2009; in the data active = inhibition above about 29%;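 also: 0% = wells stimulated with agonist and 100% = vehicle wells without agonist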
NPY1 pot ag: NPY-Y1 receptor potentiators or agonists, primary screen, cell-based; Neuropeptide Y receptor type 1 (Homo sapiens), P25929; NPY-Y1 expressing cells, potentiator/agonist activation; activation, % at 3.6 µM; 220,000 compounds, 0.37% hits; AID 1304, 2008; in the data active = activation above about 33%, passing the limit was not always enough;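 also: cells stimulated with NPY at EC10 then isoproterenol at EC100; 0% = low agonist plus stimulus and 100% = saturating agonist plus stimulus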
eIF4E 4G PPI: eIF4E–eIF4G protein interaction inhibitors, primary screen, biochemical, uHTS, TR-FRET, eIF4GI fragment | 220,000 compounds, 0.37% hits | inhibition, % at 21.7 µM | AID 782, 2007 | Eukaryotic translation initiation factor 4E (Mus musculus) + Eukaryotic translation … | TR-FRET eIF4E-eIF4GI(517-606) binding, 2 h;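 active = inhibition above about 30%, limit read from the data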;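 also: 0% = full FRET control wells and 100% = background wells lacking eIF4GI fragment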
* marks the source's active call; other numbers are inactive results; nt = not tested or not shown; & = joins results of further samples; [ ] = another dose, or the depositor's remark. This is a subset, so the mix of outcomes need not match the whole.

Below each compound – NPY-Y1 antag	S1P4 agonist	p97 ATPase inh	PGE2 EP2 inh	NPY-Y2 PAM-ag	EP2 mod	S1P4 antag	NPY1 pot ag	eIF4E 4G PPI
- Brc1ccc2oc3c(N4CCOCC4)ncnc3c2c1
 : 7	0.8	0	10	-14	-17	-8	-19	-4
- Fc1ccccc1/C=N/NC(=S)Nc1ccc(Cl)cc1Cl
 : 3	-2.8	2	8	3	4	5	-27	12[fluorescence artefact?]
- COc1cccc(NC(=O)COC(=O)c2ccc(F)cc2F)c1
 : 1	-2.2	7	10	2	-11	-9	-11	4
- Cc1c(N=C2NC(=O)/C(=C/c3ccc(O)cc3)S2)c(=O)n(-c2ccccc2)n1C
 : 0	0.6	6	4	5	-9	-6	-18	0
- CCC(=O)Nc1ccc(-c2nnc(SCC(=O)NCC3CCCO3)n2C)cc1 (stereo unspecified)
 : 2	0.4	-1	4	5	20	-19	11	1
- Cc1cc(C(=O)NC2CCCC2)on1
 : 5	0.0	3	11	-1	16	-12	-4	3
- O=C(NCCc1ccccc1)N1CCCC(CNS(=O)(=O)Cc2ccccc2)C1 (stereo unspecified)
 : 2	-2.0	0	0	-8	-35	-7	4	-3
- COC(=O)c1cc(NC(=O)Nc2cccc(Cl)c2)ccc1Cl
 : -7	1.3	1	7	19	-44	-1	30	-7
- COc1ccc(N2C(=O)c3cccc4cccc(c34)C2=O)nn1
 : -7	0.8	7	3	17	-6	20	2	4
- CCOc1ccccc1Nc1nnc(C)c(=O)[nH]1
 : 3	2.4	-5	9	3	5	-28	-27	1[fluorescence artefact?]
- CCCn1c(=N)n(CC(O)c2ccco2)c2ccccc21 (stereo unspecified)
 : 1	1.1	4	13	-4	-2	-19	20	-5
- O=C(O)c1ccc(COc2c(F)c(F)cc(F)c2F)o1
 : -1	1.4	0	16	-5	11	-7	-15	4
- O=C(Nc1cc(Cl)c(O)c(Cl)c1)C1CCCO1 (stereo unspecified)
 : -2	-2.0	-1	13	4	14	5	10	3
- Cc1ccc2nc3ccc(N4CCCC4)nn3c(=O)c2c1
 : 4	-0.6	4	20	-15	3	-24	14	0[fluorescence artefact?]
- CC1CC(C)CN(CCCn2c(=S)[nH]c3ccccc3c2=O)C1 (stereo unspecified)
 : 9	-0.4	-6	11	-15	2	-4	-19	-3
- CCCS(=O)(=O)N1CCCC(C(=O)NCc2ccc(C)cc2)C1 (stereo unspecified)
 : 7	-2.3	0	7	7	5	1	-26	-1
- CC(=O)c1c(C)[nH]c(C(=O)Nc2cccc(S(=O)(=O)N(C)c3ccccc3)c2)c1C
 : -2	0.4	6	10	-17	-67	-15	-8	5
- CN1CCN(C2=Nc3ccccc3Oc3ccc(Cl)cc32)CC1
 : 4&0	1.5&-1.1	0&4	23&9&10	-8&-1	27&25&9	-15&8	-12&2	0&5
- Cc1c(NC(=O)CCN2C(=O)c3ccccc3C2=O)c(=O)n(-c2ccccc2)n1C
 : -1	-3.1	0	0	4	28	-21	-11	2[fluorescence artefact?]
- CCc1nc2ccccc2c(C(=O)OCC(=O)NCCCN2CCCC2=O)c1C
 : 6	-1.4	-5	nt	-18	15	19	24	-6
- O=C(Nc1ccccc1F)NC1CCCc2ccccc21 (stereo unspecified)
 : nt	-0.9	6	13	-5	-14	5	2	2
- CN(C)c1cc[n+](CC(=O)Nc2ccc([N+](=O)[O-])cc2Cl)cc1
 : -2	1.7	0	3	10	1	-16	1	1
- Cc1cc(C)nc(-n2ncc(C#N)c2N)n1
 : -1	1.1	1	5	0	26	-22	13	1
- C=CCn1c(COc2ccccc2-c2ccccc2)nnc1SCC(=O)NC(=O)NCc1ccco1
 : 7	1.8	-3	2	-23	15	-5	-15	-17
- Cc1ccc(C(NC(=O)N2CCOCC2)C(Cl)(Cl)Cl)cc1F (stereo unspecified)
 : -6	5.8	0	4	13	2	-14	-10	-3
- COc1ccc(C(=O)COC(=O)[C@H](C)Nc2ccc(C(F)(F)F)cc2[N+](=O)[O-])c(OC)c1
 : 1	-0.2	3	10	-8	-5	8	10	5
- COc1ccc(-n2nnnc2SCC(=O)Nc2nnc(C)s2)cc1OC
 : -1	-1.5	-2	17	-1	28	16	-13	3
- CCN1CCN(C(=S)NCc2ccc(C)cc2)CC1
 : 2	5.5	-6	7	-1	12	-10	13	-8[fluorescence artefact?]
- COc1ccc(CCNc2oc(COc3ccc(Br)cc3)nc2C#N)cc1OC
 : 18	-3.5	-5	13	-12	-16	3	-16	4
- CCN1CCN(S(=O)(=O)c2cccc3nsnc23)CC1
 : 1	-1.7	3	8&8	-2	5&-4	4	3	5
- O=C(NCc1cccnc1)c1c[nH]c2cc3c(cc2c1=O)OCCO3
 : -1	3.7	-5	8	-10	-8	-18	6	17
- COc1cc(NC(=S)N2CCN(C/C=C/c3ccccc3)CC2)cc(OC)c1
 : 1	4.6	4	10	-5	-8	-9	2	-6
- O=C(Nc1nc(-c2ccccn2)cs1)c1ccccc1-n1cnnn1
 : nt	0.5	7	7	1	1	11	2	1
- Cc1cc(NC(=O)Nc2ccccc2F)ccc1Br
 : -6	1.0	-1	8	-1	-39	-6	7	2
- CCn1cc(C=O)c2cc(S(=O)(=O)N3CCOCC3)ccc21
 : -1	0.5	0	8	1	16	5	-13	1
- CC(=O)Nc1ccc(S(=O)(=O)Nc2c(C)n(C)n(-c3ccccc3)c2=O)cc1
 : -6	0.8	5	10	3	13	-13	12	4[fluorescence artefact?]
- O=C(C1=C[C@H](C2CCCCC2)C[C@H](OCCCCO)O1)N1CCN(Cc2ccc3c(c2)OCO3)CC1
 : 1	0.0	-9	9	-4	6	13	-2	0
- CCCc1cc(Nc2c(C)n(C)n(-c3ccccc3)c2=O)n2c(nc3ccccc32)c1C#N
 : 0	0.1	4	10	-4	0	-5	-22	-1[fluorescence artefact?]
- O=C(Nc1ccc(F)cc1)c1cccnc1NCCc1ccccc1
 : -6	-0.7	-3	6	-3	-61	-11	-14	4
- C=CCSc1nnc2c(n1)OC(c1cccnc1)N(C(C)=O)c1ccccc1-2 (stereo unspecified)
 : 0	2.0	1	11	-2	-5	-5	1	3
- COc1cccc(C(c2c(N)[nH]c(=S)[nH]c2=O)c2c(N)[nH]c(=S)[nH]c2=O)c1
 : nt	-0.3	10	7	-14	12	16	0	5
- CCCCSc1nc(SCC(=O)NCc2ccco2)c2c3c(sc2n1)COC(C)(CC)C3 (stereo unspecified)
 : 3	1.0	5	5	7	24	-14	-3	-48
- CCOC(=O)NC1(NC2CCCCC2)Oc2ccccc2O1
 : -2	-0.6	4	6	2	18	16	1	-5
- C=C(C)COc1ccc2c(C)c(CC(=O)OC)c(=O)oc2c1C
 : 5	0.0	-1	10	-22	-5	-16	-49	18
- CN(C)c1nc(Nc2ccc(Cl)cc2)nc(OCC#N)n1
 : -1	-1.8	-2	13	13	17	-8	-1	4
- COc1ccc(CNC(=O)C(NC(C)=O)C(=O)Nc2ccc(OC)cc2)cc1 (stereo unspecified)
 : 5	0.8	3	nt	2	10	-13	16	0
- CCOC(=O)N1N=C(c2ccccc2)CC1(O)C(C)(F)F (stereo unspecified)
 : -2	0.3	3	17&5	-12	11&7	1	14	0
- O=C(Nc1nc(-c2ccco2)c(-c2ccco2)s1)C1CCC1
 : -4	-0.6	13	12	-3	-66	3	-3	1
- O=C(COc1ccccc1F)NCc1nc2ccccc2[nH]1
 : 0	2.0	0	6	-5	-40	-18	14	0
- CCN(NC(=O)C(O)(c1ccccc1)c1ccccc1)C(=O)c1ccccc1
 : 6	1.9	-2	11	-8	28	-7	3	-3
- Cc1ccc(/C=C/C(=O)O)cc1S(=O)(=O)N(C)CCO
 : -1	2.0	7	7	2	24	-13	17	-1[fluorescence artefact?]
- N#CCSc1nnc2c(Cl)cc(Cl)cn12
 : 7	-3.2	1	4	-8	10	-1	2	0[fluorescence artefact?]
- CSc1cc(-c2ccccc2)n(Cc2ccccc2Cl)c(=O)c1C#N
 : -1	-3.3	1	6	-8	10	0	3	3
- COc1cccc(C2CC(c3ccccc3OC)n3ncnc3N2)c1 (stereo unspecified)
 : 3	-4.4	-9	7	-12	12	-11	8	-1
- CN(Cc1nc(-c2ccccn2)no1)S(=O)(=O)c1ccc(Cl)cc1
 : 3	-1.8	0	6	4	6	-21	-18	3
- CC(C)Oc1snc(Cl)c1C(N)=O
 : 0	-0.4	2	nt	0	-19	-12	7	2
- C#CC1(O)CC(C)N(C)C(C)C1 (stereo unspecified)
 : 3	0.9	-4	5&11	6	21&-8	-14	1	-4
- Cc1cc2ncn(C(=O)c3c(-c4ccccc4)noc3C)c2cc1C
 : 8	-0.5	2	12	-2	38	-7	-5	4
- O=C(NCC1CCCO1)c1ccc2c(c1)N(Cc1ccccc1)C(=O)CS2=O (stereo unspecified)
 : 5	-0.8	5	7	0	-4	5	2	1
- CCOC(=O)C1=C(C)NC(C)=C(C(=O)OCC)C1C(=O)OCC(=O)N(CC)C1CCS(=O)(=O)C1 (stereo unspecified)
 : -2	1.9	-2	3	-16	1	-8	-8	-3

Carrying on.
Below each compound – NPY-Y1 antag	S1P4 agonist	p97 ATPase inh	PGE2 EP2 inh	NPY-Y2 PAM-ag	EP2 mod	S1P4 antag	NPY1 pot ag	eIF4E 4G PPI
- COc1cccc(-c2nc(CS(=O)(=O)CC(=O)Nc3c(C)cccc3C)c(C)o2)c1
 : 9	0.8	2	10	19	2	2	5	0
- Cc1c(NC(=O)c2ccc(Br)s2)c(=O)n(-c2ccccc2)n1C
 : 8	0.9	2	8	4	-26	-3	3	1
- O=C(Cc1ccc(Cl)cc1)OCc1nnc(-c2ccccc2)o1
 : 4	-0.7	-4	12	12	32	-2	12	88*
- COc1ccc(NC2=C3CC(C)CC=C3N(c3ccc(OC)cc3)C2=O)cc1 (stereo unspecified)
 : 4	2.4	-1	11	7	45	6	22	-8
- CCCc1nnc(NC(=O)CCC(=O)N2CCN(c3nc(C)cc(C)n3)CC2)s1
 : nt	-0.2	3	11	5	-1	-15	-20	-4
- CCOc1ccccc1N1CCN(Cc2cccc(OC)c2O)CC1
 : 0	0.1	1	7	-7	11	4	-15	-2
- C=CCOc1ccn(C)c(=O)n1
 : nt	-0.5	8	8	0	-2	-7	0	-10
- O=C1Nc2ccccc2C(O)(C(=O)NCc2ccco2)N1c1ccc(Cl)cc1 (stereo unspecified)
 : -4	-0.3	2	11	-4	-18	-6	-10	-2[fluorescence artefact?]
- CCOc1ccc(NC(=O)C2CCC(CNc3c(N4CCOCC4)c(=O)c3=O)CC2)cc1 (stereo unspecified)
 : -1	-1.6	3	10	17	11	-6	3	-2
- COc1ccc(CCNC(=O)Cc2cc(OC)c(OC)cc2[N+](=O)[O-])cc1OC
 : 0	0.4	1	12	5	7	-3	-34	-2[fluorescence artefact?]

Screening data (PubChem BioAssay)
